# Screening results deposited in PubChem BioAssay by Broad Institute.
# Statin myotox sup: suppressors of statin myotoxicity in C2C12 myotubes, primary screen, cell-based, single point, plate reader; 0.78% of 330,000 active; rescue of ATP level, % at 7.49 µM; AID 602340, 2012; C2C12 myotubes + simvastatin, ATP luminescence, 48 h; scaled: DMSO 0, geranylgeraniol control 100;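 active = mean ATP rescue above about 67%, or every replicate alone reaching that limit, limit read from the data, passing the limit was not always enough; inconclusive = no clear call, values can overlap the other calls; inactive = mean under the limit and some replicate under it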;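 note: myotubes were challenged with 10 µM simvastatin during compound exposure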
# SIRT5 block: SIRT5 desuccinylase inhibitors, primary screen, biochemical, fluorescence imaging, single point, set 5; inhibition, % at 15 µM; Purified SirT5, succinyl-peptide AMC, trypsin-coupled fluorescence; NAD-dependent protein deacylase sirtuin-5, mitochondrial (Homo sapiens), Q9NXA8; 1.1% of 330,000 active; in the data active = inhibition above about 15%; inconclusive = no clear call, values can overlap the other calls
# Target sequence (Q9NXA8 whole entry, looked up): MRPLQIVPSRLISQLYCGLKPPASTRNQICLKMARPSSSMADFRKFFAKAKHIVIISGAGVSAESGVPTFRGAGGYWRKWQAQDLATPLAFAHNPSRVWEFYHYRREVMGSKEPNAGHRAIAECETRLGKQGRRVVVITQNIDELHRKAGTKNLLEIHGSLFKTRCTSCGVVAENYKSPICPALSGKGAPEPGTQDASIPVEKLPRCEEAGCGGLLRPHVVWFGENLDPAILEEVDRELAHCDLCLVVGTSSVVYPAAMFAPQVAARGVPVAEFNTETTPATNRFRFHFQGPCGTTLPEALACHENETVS
# esBAF inh: Bmi1 luciferase reporter increase in mESCs, primary screen, esBAF inhibitor project, mouse ES cells, Bmi1 luciferase knock-in, single point. 24 h; 100% = twice the neutral-well signal. reporter increase, % at 12.5 µM. 2% of 350,000 active. AID 602393, 2012; in the data active = activation above about 40%; inconclusive = no clear call, values can overlap the other calls;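 note: 0% = median of the plate's neutral control wells and 100% = double that signal; a rise in the Bmi1 reporter signal indicates esBAF inhibition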
# Cneo AK release: Cryptococcus neoformans cell lysis inducers, primary screen, AK release luminescence, single concentration; C. neoformans lysis, adenylate kinase release luminescence, 4 h; normalised: neutral wells 0, clomiphene wells 100; lysis activity, % at 15 µM; 0.2% of 360,000 active;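 active = mean lysis activity across replicates of at least 80%, whatever share of replicates individually reach that level; inactive = mean lysis activity below 80%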
#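 Material: C. neoformans cells | Amount: Yeast cell density of 5 × 10^6 cells/mL | Medium: Fresh YPD growth medium | Dosing: Single dose | Times: Static 4 h at 37 °C with compound, 1 h detection | Detection: AK luminescence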
# ERp5 block: inhibitors of ERp5-driven insulin aggregation, primary screen, biochemical, turbidity, absorbance 650 nm, single point; 0.05% of 350,000 active; Protein disulfide-isomerase A6 (Homo sapiens), Q15084; AID 651711, 2012; 90 min; inhibition, % at 9.99 µM;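 active = mean replicate inhibition above about 25%, with every replicate also reaching it, limit read from the data, passing the limit was not always enough; inconclusive = only one of those two criteria met; inactive = neither criterion met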
# Target sequence (Q15084 whole entry, looked up): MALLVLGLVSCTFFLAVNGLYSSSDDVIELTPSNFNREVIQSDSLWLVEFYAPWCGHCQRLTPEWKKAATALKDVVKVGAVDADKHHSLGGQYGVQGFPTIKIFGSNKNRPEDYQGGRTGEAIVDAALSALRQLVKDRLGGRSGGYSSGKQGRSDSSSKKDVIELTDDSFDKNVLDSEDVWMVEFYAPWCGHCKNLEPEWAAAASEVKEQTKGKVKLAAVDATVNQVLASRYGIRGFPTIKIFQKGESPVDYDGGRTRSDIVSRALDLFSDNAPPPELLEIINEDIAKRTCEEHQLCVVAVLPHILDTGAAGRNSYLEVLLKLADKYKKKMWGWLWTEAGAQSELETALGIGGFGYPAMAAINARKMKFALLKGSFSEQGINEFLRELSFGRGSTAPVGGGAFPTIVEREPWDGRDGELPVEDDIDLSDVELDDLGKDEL
# ARNT-TACC3 inh: disruptors of ARNT/TACC3 protein interaction, primary screen, biochemical, AlphaScreen, single concentration; AlphaScreen His-ARNT PAS-B/GST-TACC3 binding, luminescence; TACC3 fragment carries E629A point mutation; 0.66% of 390,000 active; inhibition, % at 9.99 µM; Transforming acidic coiled-coil-containing protein 3 (Homo sapiens), Q9Y6A5;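 active = mean inhibition of replicates at least 50% and at least half of replicates each reaching 50%; inconclusive = half or more replicates reach 50% but mean below 50%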;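 note: 0% = complete ARNT plus TACC3 wells and 100% = ARNT alone without TACC3; many hits fall short of the cut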
# miR122 inh: miR-122 Renilla sensor signal increase in Huh7, primary screen, miR-122 inhibitor project, cell-based, single point, plate reader; Huh7 miR-122 Renilla luciferase sensor, 48 h; neutral wells = 0, positive control = 100; 0.3% of 340,000 active; activation (reporter increase), % at 12.5 µM;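 active = mean replicate activation score at least 90 and every replicate individually at or above 90; inconclusive = only one of the two criteria met; inactive = neither criterion met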;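 note: higher luciferase means less miR-122 activity so hits act as miR-122 inhibitors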
# * marks the source's active call; other numbers are inactive results; u = inconclusive; x = not tested or not shown; [ ] = remark or other dose.
1: CCCN(C)C[C@H]1Oc2cc(-c3ccc(C#N)cc3)ccc2S(=O)(=O)N([C@@H](C)CO)C[C@H]1C
2: Cc1ccsc1/C=N/NC(=O)CC(=O)NCC(C)C
3: CCOC(=O)CCNC(=O)N1CCCC(C(=O)c2cccc(Cl)c2)C1 (configuration not stated)
4: COc1ccccc1CNC(=O)CSc1ccc(-c2cccc([N+](=O)[O-])c2)nn1
5: COCC(=O)N(C)C[C@@H]1[C@@H](c2ccc(-c3cccnc3)cc2)[C@H](CO)N1C(C)=O
6: CN(CCc1ccccn1)C(=O)CCC1CCCN(C(=O)c2c(F)ccc(F)c2F)C1 (configuration not stated)

screen / no.	1	2	3	4	5	6
Statin myotox sup	-1	x	5	-1	-17	-3
SIRT5 block	-3	-11	-6	0	-1	-5
esBAF inh	0	x	-7	2	-6	-4
Cneo AK release	4	x	0	0	-1	1
ERp5 block	-4	9	2	3	-3	-13
ARNT-TACC3 inh	1	-2	2	-8	-1	0
miR122 inh	x	x	-2	-4	-6[16.7 µM]	-3

# Rewritten field by field: entries from further up.
3. CCOC(=O)CCNC(=O)N1CCCC(C(=O)c2cccc(Cl)c2)C1 (configuration not stated)
  Statin myotox sup: 5; SIRT5 block: -6; esBAF inh: -7; Cneo AK release: 0; ERp5 block: 2; ARNT-TACC3 inh: 2; miR122 inh: -2
1. CCCN(C)C[C@H]1Oc2cc(-c3ccc(C#N)cc3)ccc2S(=O)(=O)N([C@@H](C)CO)C[C@H]1C
  Statin myotox sup: -1; SIRT5 block: -3; esBAF inh: 0; Cneo AK release: 4; ERp5 block: -4; ARNT-TACC3 inh: 1; miR122 inh: x
5. COCC(=O)N(C)C[C@@H]1[C@@H](c2ccc(-c3cccnc3)cc2)[C@H](CO)N1C(C)=O
  Statin myotox sup: -17; SIRT5 block: -1; esBAF inh: -6; Cneo AK release: -1; ERp5 block: -3; ARNT-TACC3 inh: -1; miR122 inh: -6[16.7 µM]
6. CN(CCc1ccccn1)C(=O)CCC1CCCN(C(=O)c2c(F)ccc(F)c2F)C1 (configuration not stated)
  Statin myotox sup: -3; SIRT5 block: -5; esBAF inh: -4; Cneo AK release: 1; ERp5 block: -13; ARNT-TACC3 inh: 0; miR122 inh: -3

# Other results.
7: C[C@@H]1CN([C@@H](C)CO)C(=O)Cc2cc(NC(=O)c3ccncc3)ccc2O[C@@H]1CN(C)S(=O)(=O)c1ccc(F)cc1
8: O=C(Nc1ccccc1)[C@@H]1[C@@H](CO)[C@@H]2Cn3c(cccc3=O)[C@H]1N2Cc1ccncc1
9: C[C@H]1CN([C@@H](C)CO)C(=O)Cc2cc(NC(=O)Cc3ccccc3)ccc2O[C@H]1CN(C)S(=O)(=O)c1cccs1
10: O=[N+]([O-])c1ccc2ncnc(N3CCN(Cc4ccc5c(c4)OCO5)CC3)c2c1
11: O=C(CSc1cccc[n+]1[O-])c1ccc(Cl)s1
12: O=C(c1ccc2oc(CCCc3ccccc3)nc2c1)N1CCCC(CCCO)C1 (configuration not stated)

screen / no.	7	8	9	10	11	12
Statin myotox sup	2	6	-6	7	x	-1
SIRT5 block	1	0	-3	0	0	-1
esBAF inh	-2	3	6	-9	x	36
Cneo AK release	-1	5	7	4	x	-34
ERp5 block	0	-2	7	-1	11	-4
ARNT-TACC3 inh	-6	11	2	9	-5	-7
miR122 inh	1[16.7 µM]	-6[16.7 µM]	-7	-8	x	-11

13: N#CCc1c(C#N)c(N)nc(N2CCN(S(=O)(=O)c3ccccc3)CC2)c1C#N
14: Cc1cccc(Nc2nc(-c3cccs3)cs2)n1
15: Cc1nnc2c(NCCC(C)C)nc3ccccc3n12
16: Cc1cc(C)c(S(=O)(=O)c2ccc(Cl)cc2)c(=O)[nH]1
17: O=C(NC1CCCC1)C(c1ccc(F)cc1)N(Cc1ccc(F)cc1)C(=O)c1ccn[nH]1 (configuration not stated)
18: CCNC(=O)C1(C)CCN(Cc2cccc(Oc3ccccc3)c2)C1 (configuration not stated)

screen / no.	13	14	15	16	17	18
Statin myotox sup	84*	11	9	3	5	-8
SIRT5 block	x	x	-1	-3	x	x
esBAF inh	-11	50*	-5	-11	-3	1
Cneo AK release	5	-19	-1	-2	0	-2
ERp5 block	x	x	-2	3	x	9
ARNT-TACC3 inh	-4	-3	2	0	1	x
miR122 inh	-36	0	x	-3	4	-2

# In the list so far, 2 have a nitro group on carbon:
4: COc1ccccc1CNC(=O)CSc1ccc(-c2cccc([N+](=O)[O-])c2)nn1
10: O=[N+]([O-])c1ccc2ncnc(N3CCN(Cc4ccc5c(c4)OCO5)CC3)c2c1

screen / no.	4	10
Statin myotox sup	-1	7
SIRT5 block	0	0
esBAF inh	2	-9
Cneo AK release	0	4
ERp5 block	3	-1
ARNT-TACC3 inh	-8	9
miR122 inh	-4	-8

# Next section
19: COc1ccc(C(=O)NCc2n[nH]c(=S)n2-c2ccccc2)cc1OC
20: COc1ccc(-n2c(NCCN(C)C)nc3sc4c(c3c2=O)CCCCC4)cc1
21: COc1ccc(CNc2ncc(-c3ccc(F)cc3)n2C)c2ccccc12
22: Cc1sc2nc(C3CC3)nc(N3CCN(S(=O)(=O)c4ccc(F)cc4)CC3)c2c1C
23: Cc1cc(OCC(=O)Nc2nccs2)c2c(C)c(C)c(=O)oc2c1
24: C[C@@H]1CN([C@@H](C)CO)C(=O)c2cc(-c3ccc(C(=O)N(C)C)cc3)cnc2O[C@H]1CN(C)C(=O)c1ccncc1

screen / no.	19	20	21	22	23	24
Statin myotox sup	-7	-42	0	20	-3	3
SIRT5 block	x	10	0	x	-4	3
esBAF inh	-2	-10	-9	-7	-6	0
Cneo AK release	-1	3	18	2	1	4
ERp5 block	x	0	-3	x	-3	1
ARNT-TACC3 inh	3	1	9	-6	x	-6
miR122 inh	1	-1	2	1	3	9[16.7 µM]

25: Cc1oc(C(C)(C)C)cc1C(=O)N1CCCC1C(=O)O (configuration not stated)
26: Cn1cnc(CCNC(=O)C[C@@H]2CC[C@H]3[C@@H](COC[C@H](O)CN3C(=O)C3CC3)O2)c1
27: CC1(C)OC(=O)N(c2cccnc2)C1(C)O (configuration not stated)
28: CC(C)(C)OC(=O)C(C(=O)OC(C)(C)C)c1ccc(Cl)nn1
29: CC(C)[C@H](NC(=O)Nc1cccc(C(F)(F)F)c1)C(=O)O
30: C/C=C/c1ccc2c(c1)O[C@@H](CN(C)C(=O)Nc1ccc(F)cc1)[C@@H](C)CN([C@@H](C)CO)S2(=O)=O

screen / no.	25	26	27	28	29	30
Statin myotox sup	0	-11	-4	-3	-4	44
SIRT5 block	x	-3	x	-2	x	-8
esBAF inh	-4	4	-2	-1	1	1
Cneo AK release	0	-4	-4	-1	-1	-3
ERp5 block	x	4	x	-5	x	-2
ARNT-TACC3 inh	-4	2	x	-3	1	10
miR122 inh	-1	2[16.7 µM]	1	-3	-9	7[16.7 µM]

31: O=C(O)c1ccccc1C(=O)OCC1CCC(=NO)CC1 (configuration not stated)
32: COc1cc(OC)c2ccc(=O)oc2c1C(CCN1CCCC(C)C1)c1ccc(N(C)C)cc1 (configuration not stated)
33: O=C(Nc1cccc(Br)c1)C1CCCC1
34: CCn1c(SCC(=O)N/N=C/c2ccccc2OCC(=O)O)nnc1-c1ccc(C)cc1
35: C[C@@H]1CN([C@@H](C)CO)C(=O)c2cccc(NS(=O)(=O)c3ccc(F)cc3)c2O[C@H]1CN(C)C(=O)Nc1ccc2c(c1)OCO2
36: COC1(OC)N=C(NC(=O)Nc2ccccc2)C2(C#N)C(c3ccccc3)C12C#N (configuration not stated)

screen / no.	31	32	33	34	35	36
Statin myotox sup	4	0	x	8	15	-8
SIRT5 block	-2	x	2	-1	-5	x
esBAF inh	-4	-3	x	-9	-3	4
Cneo AK release	-1	-1	0	-3	0	2
ERp5 block	0	u	1	-3	6	x
ARNT-TACC3 inh	x	19	x	24	19	-19
miR122 inh	-4	11	0	-4	1[16.7 µM]	-1

# One compound at a time, from the list above:
# O=C(Nc1cccc(Br)c1)C1CCCC1 as listed: Statin myotox sup: x; SIRT5 block: 2; esBAF inh: x; Cneo AK release: 0; ERp5 block: 1; ARNT-TACC3 inh: x; miR122 inh: 0
# COc1cc(OC)c2ccc(=O)oc2c1C(CCN1CCCC(C)C1)c1ccc(N(C)C)cc1 (configuration not stated) as listed: Statin myotox sup: 0; SIRT5 block: x; esBAF inh: -3; Cneo AK release: -1; ERp5 block: u; ARNT-TACC3 inh: 19; miR122 inh: 11

# The list continues.
37: N#Cc1ccccc1OCC(=O)Nc1cccc(S(=O)(=O)N2CCCCCC2)c1
38: CCOC(=O)/C(=N\Nc1ccccc1)P(=O)(c1ccccc1)c1ccccc1
39: COc1ccc([C@@H]2[C@@H]3C(=O)N(C(C)(C)C)C(=O)[C@@H]3[C@]3(C)C(=O)N(c4ccc(C)cc4)C(=O)N23)cc1
40: CCOc1ccc(S(=O)(=O)N2CCC(C(=O)Nc3ccc(C)c(S(=O)(=O)N4CCOCC4)c3)CC2)cc1
41: COc1nc(N2CCOCC2)nc(C)c1[N+](=O)[O-]
42: COc1ccc(NC(=O)Nc2ccc3c(c2)C(=O)N([C@H](C)CO)C[C@H](C)[C@@H](CN(C)Cc2ccc(-c4ccccc4)cc2)O3)cc1

screen / no.	37	38	39	40	41	42
Statin myotox sup	7	1	7	-11	x	5
SIRT5 block	-3	-1	4	-6	-1	10
esBAF inh	11	-7	-2	4	x	-1
Cneo AK release	3	-3	-8	1	x	-2
ERp5 block	-6	0	-2	-15	-4	1
ARNT-TACC3 inh	-11	11	1	-1	10	16
miR122 inh	25	15	-2	-16	x	-3[16.7 µM]

43: NC(=O)[C@@H]1CCCN1C(=O)c1ccc2nc(Cc3cccc(Cl)c3)oc2c1
44: COc1ccc(NC(=O)CN2CCN(Cc3ccc4c(c3)OCO4)CC2)cc1OC
45: Cc1cccnc1NC(=O)c1ccc(Cl)c(S(=O)(=O)N2CCCC2)c1
46: C[C@H]1CN([C@@H](C)CO)C(=O)c2cc(NS(=O)(=O)c3ccccc3)ccc2O[C@H]1CN(C)Cc1ccncc1
47: Cc1cn([C@@H](CCCCN)C(=O)NCCCCCCCCCCC(=O)N2CCNCC2)nn1
48: COC(=O)c1ccc(CNC(=O)CN2C(=O)NC(Cc3ccccc3)(c3ccccc3)C2=O)cc1 (configuration not stated)

screen / no.	43	44	45	46	47	48
Statin myotox sup	2	-8	9	1	3	6
SIRT5 block	-2	x	-6	-1	-6	-1
esBAF inh	4	0	6	0	1	1
Cneo AK release	-1	1	-1	3	1	3
ERp5 block	3	x	10	-4	1	-4
ARNT-TACC3 inh	-5	7	3	x	-1	x
miR122 inh	5	-6	2	10[16.7 µM]	-8	-4

49: COc1ccc(S(=O)(=O)N(C)C[C@@H]2Oc3ccc(N(C)C)cc3CC(=O)N([C@@H](C)CO)C[C@H]2C)cc1
50: Cn1c(CC(=O)Nc2ccccc2C(F)(F)F)c(Sc2ccccc2)c2ccccc21
51: C[C@@H]1CN([C@@H](C)CO)C(=O)c2cc(NC(=O)CCC(F)(F)F)ccc2O[C@@H]1CN(C)C
52: O=C(NC1CCCC1)C(c1ccccc1)N(Cc1ccc(F)cc1)C(=O)c1csnn1 (configuration not stated)
53: CC(C)NC(=O)Nc1ccc2c(c1)C(=O)N([C@@H](C)CO)C[C@H](C)[C@H](CN(C)Cc1ccc3c(c1)OCO3)OCCCC[C@@H](C)O2

screen / no.	49	50	51	52	53
Statin myotox sup	12	x	-11	-21	x
SIRT5 block	1	x	2	0	x
esBAF inh	-1	x	1	-6	1
Cneo AK release	-10	-2	-1	6	3
ERp5 block	6	x	-1	-1	x
ARNT-TACC3 inh	3	-4	-5	12	-1
miR122 inh	2[16.7 µM]	3	-2[16.7 µM]	15	11[16.7 µM]
